From PubChem
CCHFV vOTU inh – CCHFV vOTU protease inhibition | Pep-AMC fluorescence | inhibition, % at 11.5 µM | actives 0.55% (n = 370,000) | AID 651958; note: 0% = vehicle wells with enzyme and 100% = no enzyme wells
BoNT-F LC inh – blocks Botulinum neurotoxin F light chain protease. Multiplex microsphere protease cleavage assay, flow cytometry. inhibition, % at 10 µM. actives 0.22% (n = 360,000). AID 588497; in the data active = inhibition above about 35%, passing the limit was not always enough; inconclusive = no clear call, values can overlap the other calls; note: plate controls were buffer without enzyme for full effect and enzyme alone for no effect
PrPC TRFRET – reduces human prion protein on the cell surface; P04156; cell surface PrPC, TR-FRET read-out; inhibition, % at 13.8 µM; actives 0.43% (n = 370,000); AID 720596; in the data active = inhibition above about 24%; note: 0% = median of the test wells and 100% = reference compound wells
Mtb UGM inh – inhibitors of M. tuberculosis UDP-galactopyranose mutase. inhibition, % at 10 µM. AID 504406. actives 0.06% (n = 320,000). P9WIQ1. purified UGM, fluorescence polarization probe displacement; in the data active = inhibition above about 10%, passing the limit was not always enough; inconclusive = no clear call, values can overlap the other calls
Target sequence (P9WIQ1 whole entry, looked up): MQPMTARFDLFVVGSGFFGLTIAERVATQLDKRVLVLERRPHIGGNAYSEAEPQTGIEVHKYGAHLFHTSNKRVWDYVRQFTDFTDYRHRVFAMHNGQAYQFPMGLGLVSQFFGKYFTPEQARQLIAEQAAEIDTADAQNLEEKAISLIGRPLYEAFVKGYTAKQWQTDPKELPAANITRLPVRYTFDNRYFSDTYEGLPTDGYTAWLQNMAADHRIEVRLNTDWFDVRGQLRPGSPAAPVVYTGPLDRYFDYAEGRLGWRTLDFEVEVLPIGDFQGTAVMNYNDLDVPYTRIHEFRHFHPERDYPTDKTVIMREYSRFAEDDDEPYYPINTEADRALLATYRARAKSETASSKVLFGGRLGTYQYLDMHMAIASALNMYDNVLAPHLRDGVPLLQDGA
GDH-TPI inh – GDH-TPI coupled enzyme inhibition counter-screen. GDH-TPI coupled enzyme counterscreen, NADH absorbance. inhibition, % at 4.8 µM. actives 1.2% (n = 360,000). AID 588335;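 note: 0% = DMSO wells and 100% = wells lacking the enzyme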
FBA Mtb inh – inhibitors of M. tuberculosis fructose-bisphosphate aldolase; P9WQA3; purified M. tuberculosis FBA, fluorescence read-out; inhibition, % at 1 µM; actives 2.3% (n = 360,000); AID 588726; in the data active = inhibition above about 27%;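 note: 0% = vehicle and 100% = reference inhibitor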
Target sequence (P9WQA3 whole entry, looked up): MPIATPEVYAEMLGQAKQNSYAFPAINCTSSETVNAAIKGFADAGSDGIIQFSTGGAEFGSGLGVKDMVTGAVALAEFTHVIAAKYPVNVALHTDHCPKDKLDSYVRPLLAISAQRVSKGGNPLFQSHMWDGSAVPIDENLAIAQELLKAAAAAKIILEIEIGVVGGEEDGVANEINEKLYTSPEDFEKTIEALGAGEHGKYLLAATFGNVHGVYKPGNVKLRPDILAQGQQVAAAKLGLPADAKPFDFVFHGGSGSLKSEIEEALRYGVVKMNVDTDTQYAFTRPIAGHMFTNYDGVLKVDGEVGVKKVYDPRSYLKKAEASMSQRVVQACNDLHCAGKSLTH
BoNT-A LC inh2 – inhibitors of Botulinum neurotoxin A light chain protease | multiplex microsphere protease substrate cleavage, flow cytometry | inhibition, % at 10 µM | actives 0.17% (n = 360,000); in the data active = inhibition above about 30%; inconclusive = no clear call, values can overlap the other calls; note: plate controls were buffer without enzyme for full effect and enzyme alone for no effect
Mtb BioA inh – inhibitors of Mycobacterium tuberculosis BioA enzyme. inhibition, % at 9.99 µM. AID 602481. purified M. tuberculosis BioA enzyme, plate reader. actives 0.096% (n = 360,000); in the data active = inhibition above about 40%; inconclusive = no clear call, values can overlap the other calls
FadD28 FP inh – blocks FadD28 binding to the bisubstrate probe. fluorescence polarization. inhibition, % at 12.5 µM. actives 0.22% (n = 360,000). AID 588549; in the data active = inhibition above about 8.5%, passing the limit was not always enough; inconclusive = no clear call, values can overlap the other calls
Numbers without * were called inactive; ? = inconclusive; . = no result given. Cut-off read from the data, not from the text of the source, unless noted: active = inhibition above about 30%; inactive = the rest.

SMILES	CCHFV vOTU inh	BoNT-F LC inh	PrPC TRFRET	Mtb UGM inh	GDH-TPI inh	FBA Mtb inh	BoNT-A LC inh2	Mtb BioA inh	FadD28 FP inh
CC(CCc1ccccc1)NC(=O)c1cccnc1 (configuration not stated)	-21	8	-2	-1.0	-3	4	-0.3	1.0	-4.7
COc1cccc(OC)c1C(=O)Nc1c(C(=O)N2CCN(C)CC2)oc2ccccc12	2	0	-6	-0.3	2	2	-1.2	-1.8	1.3
Fc1ccc(/C=N/NC(=S)Nc2cccnc2)cc1	-3	8	-3	-5.0	14	3	0.4	9.2	0.1
COc1ccc(C2CC(c3cccs3)=NN2C(=O)c2ccco2)cc1OC (configuration not stated)	15	.	-19	2.7	28	4	.	7.1	-0.6
COc1cc2cc(C(=O)O)[nH]c2c(OC)c1OC	-6	-1	-6	0.2	-12	35*	-0.3	-4.0	-2.9
CCOC(=O)N1CCN(C(=O)C(=O)Nc2sc3c(c2C(N)=O)CC(C)(C)OC3)CC1	9	-3	0	-3.4	2	-6	-1.7	.	-3.9
Cc1ccc(S(=O)(=O)N(CC(=O)Nc2cccnc2)c2cccc([N+](=O)[O-])c2)cc1	14	-3	-15	-1.7	6	1	-0.8	3.5	-3.2
Cc1cc(C)nc(/N=C(\N)c2c(O)[nH]c(=O)[nH]c2=O)n1	14	-1	8	0.6	-1	1	1.6	1.4	-2.0
CCC(C)NC(=O)CSc1nnc(-c2c[nH]c3ccccc23)o1 (configuration not stated)	-12	1	1	-3.2	3	-2	1.2	.	-2.6
Cc1nc(C(=O)N(C)C)nn1-c1cc(Cl)ccc1Cl	-6	2	-7	-0.3	1	4	-0.1	.	0.3
COc1ccc(Cl)cc1NC(=O)COC(C)=O	0	0	4	0.3	5	0	0.1	.	-0.7
O=C1C2C(C(=O)N1c1ccc3c(c1)OCO3)C1C=CC2C12CC2 (configuration not stated)	-1	-21	-4	-1.0	-5	-1	-1.9	-1.2	-4.5
COc1ccc(C/C(C)=N/NC(=S)Nc2ccccc2)cc1	-4	-3	5	-2.7	7	-4	-1.2	-0.1	-2.6
Clc1ccc(-c2cc(C3CCNCC3)[nH]n2)cc1	-2	-4	-7	2.8	-6	-1	-0.3	.	-7.4
O=C(Nc1cccc(S(=O)(=O)N2CCOCC2)c1)C1CCN(S(=O)(=O)c2ccccc2)CC1	2	.	6	1.0	-4	1	.	0.1	-0.4
Cc1nn(-c2ccccc2)c(Cl)c1/C=C1\SC(=S)N(CCCCCC(=O)O)C1=O	25	0	0	2.3	5	-2	-0.4	.	-0.3
COCCNC(=O)C(C)N(c1ccc(OC)cc1)S(C)(=O)=O (configuration not stated)	-8	4	-1	-2.4	11	-2	0.4	-0.3	0.4
CC(C)C1C(=O)N(Cc2cn(CC3CCCCC3)nn2)CCS(=O)(=O)N1Cc1ccc(-c2ccc(F)cc2)cc1 (configuration not stated)	27	-7	-4	.	7	3	-0.2	.	-1.8
CC(Sc1ncnc2sc(-c3ccccc3)cc12)C(=O)NCC1CCCO1 (configuration not stated)	-6	-3	-12	-3.2	8	2	2.3	3.0	-3.5
O=C(c1ccc2c(c1)OCCO2)C1CCN(S(=O)(=O)c2ccc(F)cc2)CC1	0	1	3	0.2	8	2	-0.3	0.0	-2.1
COCCNC(=O)[C@@]1(Cc2ccccc2)C=C[C@@H](C)N1C(C)=O	5	0	0	4.8	3	0	-0.4	-0.9	-1.4
CCCCOc1ccc(C(=O)Nc2ccc(SC(F)F)cc2)cc1OC	-18	-3	16	0.5	14	2	-0.5	.	-0.5
CCOC(=O)C1CN(S(=O)(=O)c2ccc(OC)cc2)c2cc(S(=O)(=O)CC)ccc2O1 (configuration not stated)	-12	-31	2	1.2	2	1	-0.7	-3.9	-1.3
Cc1ccc(C2=NN(S(C)(=O)=O)C(c3ccc4nccnc4c3)C2)cc1 (configuration not stated)	-26	-1	-5	0.2	-1	-1	0.0	.	-1.3
COc1ccccc1OCCn1cc(C(=O)c2ccco2)c2ccccc21	11	-5	6	2.0	24	-1	-1.1	2.2	-3.8

The list goes on; the last 2 above are carried over.
SMILES	CCHFV vOTU inh	BoNT-F LC inh	PrPC TRFRET	Mtb UGM inh	GDH-TPI inh	FBA Mtb inh	BoNT-A LC inh2	Mtb BioA inh	FadD28 FP inh
Cc1ccc(C2=NN(S(C)(=O)=O)C(c3ccc4nccnc4c3)C2)cc1 (configuration not stated)	-26	-1	-5	0.2	-1	-1	0.0	.	-1.3
COc1ccccc1OCCn1cc(C(=O)c2ccco2)c2ccccc21	11	-5	6	2.0	24	-1	-1.1	2.2	-3.8
CC1CCN(S(=O)(=O)c2ccc3c(c2)N(CC(=O)N(C)Cc2ccco2)C(=O)CO3)CC1	-2	-3	9	-0.8	2	-2	0.8	-2.1	-0.5
Cc1ccc(CSc2ncnc3c2cnn3-c2ccc(C)cc2)cc1	1	-6	-1	0.3	3	-2	-0.5	.	-0.6
Cc1cccc(C)c1OCC(=O)NCc1nnc(SCC(=O)NC2CCCCC2)n1C	-1	-5	-5	-2.0	10	-1	?	1.1	-1.7
CCCCn1c(N)c(N(CC(C)C)C(=O)COC(=O)Cc2c(C)nc3ccccc3c2C)c(=O)[nH]c1=O	14	7	3	1.5	1	3	2.1	-1.1	0.2
O=C(Cc1ccccc1)Nc1ccc(NC(=O)c2ccccc2)c(Cl)c1	-4	?	-5	2.6	-1	0	-1.9	4.2	-2.0
COc1cc(CC(=O)OCC(=O)Nc2ncc(Cl)cc2Cl)cc(OC)c1OC	3	-28	-7	0.0	-1	0	0.9	2.8	-1.8
Cc1ccc(NC(=O)c2ccc3c(SCC(=O)O)c4c(nc3c2)CCCC4)c(Br)c1	-3	-7	1	0.7	11	-4	0.2	6.0	-2.2
O=C(Cc1n[nH]c(=O)c2ccccc12)Nc1cccc(S(=O)(=O)N2CCCCCC2)c1	9	-9	12	1.6	2	1	-2.6	1.1	-1.5
CC(=O)Nc1cc([As](=O)(O)O)ccc1O	0	2	-2	1.2	-8	-1	-0.8	-4.1	-4.3
CSc1cccc(NC(N)=O)c1	-1	?	6	-2.4	6	0	-0.2	-1.2	-2.2
O=C(Nc1ccc(Cl)cn1)C1COc2ccccc2O1 (configuration not stated)	6	5	-2	0.1	-4	3	0.6	.	1.6
Cn1ccc2c(-c3cccnc3)cc3c(c21)C1CCC3O1 (configuration not stated)	3	-3	-9	.	.	3	0.6	7.5	-2.2
COc1cccc(-c2nnc(NC(=O)c3ccc(Cl)s3)o2)c1	5	-22	13	0.0	41*	3	-1.2	0.9	-0.3
O=C(COC(=O)c1cc(Br)ccc1O)NCC1CCCO1 (configuration not stated)	-11	7	-7	-0.4	9	3	-1.8	-1.0	-0.5
O=C(Nc1ccc(Cc2ccncc2)cc1)c1ccc(S(=O)(=O)N2CCOCC2)cc1	9	14	15	-1.9	13	-3	0.7	0.2	-0.5
CCN(CC)C(=O)OCCc1cc2ccccc2c(=O)o1	0	-3	2	-0.9	6	2	0.0	1.8	-3.3
O=C(NCC(=O)N1CCN(S(=O)(=O)c2ccccc2)CC1)c1ccc2ccccc2c1	6	4	-2	1.2	-8	2	-0.6	-1.1	-0.4
CC(=O)Nc1cc(C(=O)OCc2cccc([N+](=O)[O-])c2)ccc1C	-10	-2	-13	-1.2	7	-1	-0.1	.	-3.7
O=C(NNC(=O)c1cccc(S(=O)(=O)Nc2ccccc2F)c1)c1ccncc1	1	1	3	.	22	3	0.3	-3.7	-1.7
CN(CC(=O)NC1CCCCCC1)S(=O)(=O)c1ccc(Br)cc1	6	-8	-5	1.0	4	4	-1.1	-1.9	.
COc1ccc(-c2ocnc2C(=O)Nc2ccc3c(c2)CCC3)cc1	12	-10	3	-1.8	12	2	0.7	-0.5	-1.3
Cc1c(O)c(C)c2c(c1O)C(=O)C[C@@H](c1ccccc1)O2	5	-4	5	5.2	31*	-3	-0.3	-0.9	-2.7
CCC(C)NC(=O)c1ccccc1NC(=O)c1ccc(CSc2ccc(C)cc2)cc1 (configuration not stated)	.	-6	.	0.9	7	2	-2.9	-1.5	-0.2
CCOc1ccc(S(=O)(=O)N2CCCCC2)cc1NC(=O)CN1C(=O)NC(C)(c2ccc(C)cc2)C1=O (configuration not stated)	.	.	.	-2.4	5	4	.	.	-3.2
CC(C)(C)c1ccc(C(=O)NNC(=O)CCC(=O)Nc2ccccc2)cc1	3	1	3	2.4	-2	4	-0.5	-0.4	-1.6

Part of the list above, with values under each structure:
Results follow in this order: CCHFV vOTU inh, BoNT-F LC inh, PrPC TRFRET, Mtb UGM inh, GDH-TPI inh, FBA Mtb inh, BoNT-A LC inh2, Mtb BioA inh, FadD28 FP inh
CC(=O)Nc1cc([As](=O)(O)O)ccc1O
    0, 2, -2, 1.2, -8, -1, -0.8, -4.1, -4.3
CSc1cccc(NC(N)=O)c1
    -1, ?, 6, -2.4, 6, 0, -0.2, -1.2, -2.2

Going on with the list.
SMILES	CCHFV vOTU inh	BoNT-F LC inh	PrPC TRFRET	Mtb UGM inh	GDH-TPI inh	FBA Mtb inh	BoNT-A LC inh2	Mtb BioA inh	FadD28 FP inh
CCNc1nc(NCC)nc(SCCOC(=O)Nc2ccccc2)n1	12	8	9	-0.7	-1	-3	0.2	1.5	-1.4
O=C(c1cc(-c2ccccc2Cl)on1)N1CCN(C(=O)c2ccco2)CC1	-1	-3	-3	1.0	4	1	-0.6	3.1	-0.9
COc1ccc(/C=C\C(=O)O[C@@H]2C(O)C(O[C@@H]3OC(C)[C@H](O[C@@H]4OCC(O[C@H]5O[C@H](CO)[C@@H](O)C(O)C5O)C(O)C4O)C(O)C3O)[C@H](OC(=O)[C@]34CCC(C)(C)C[C@@H]3C3=CCC5[C@@]6(C)CC(O)C(O[C@@H]7OC(CO)C(O)[C@H](O)[C@H]7O)[C@@](C)(C(=O)O)C6CC[C@@]5(C)[C@]3(CO)CC4)O[C@H]2C)cc1 (some centres not stated)	.	-9	.	-1.4	10	-2	-0.1	4.8	-1.5
Cc1ccc(Cn2nnc3c(=O)[nH]c(C4CCCN(S(=O)(=O)c5ccccc5F)C4)nc32)cc1 (configuration not stated)	10	-13	7	-0.8	6	-1	-0.6	-1.2	-0.6
Cc1noc(C)c1-c1ccc(C(=O)N2CCN(C)CC2)c2occc12	-11	-9	-1	.	11	-1	-1.1	0.5	-1.0
CC1(c2nnc(-c3ccccc3)o2)CC(c2ccccc2)=NO1 (configuration not stated)	-1	1	0	1.6	2	4	0.4	0.2	-0.3
CN(C)C(CNC(=O)c1cccc(S(=O)(=O)N2CCc3ccccc3C2)c1)c1ccccc1 (configuration not stated)	10	4	-5	.	5	-7	-0.4	-1.3	-3.5
CCOC(=O)Cn1c(=O)n(Cc2ccc(OC)cc2)c(=O)c2cccnc21	2	16	-5	-4.4	5	99*	-1.3	1.1	-1.0
Cc1cccc(C(=O)O[C@@H]2[C@H](Cc3ccccc3)NS(=O)(=O)[C@H]3C[C@@H]4C=C[C@]23O4)c1	7	0	6	-1.3	0	0	0.2	0.5	-2.0
O=C(c1ccccc1)N1CCN(S(=O)(=O)N2CCCCC2)CC1	1	17	5	3.2	6	4	0.0	-1.8	-0.5
Cn1c(=O)c2sccc2n(Cc2ccccc2)c1=O	7	8	7	0.2	-1	2	-1.6	1.8	-1.7
C/C(=N\NS(=O)(=O)c1ccc(C)cc1)c1ccc(Br)s1	8	-6	-10	-0.5	21	-2	-0.9	0.0	-0.2
Cc1nn(C)c(N)c1C(O)(c1nccn1C)C(F)(F)F (configuration not stated)	9	-7	-4	-0.2	-7	-13	-0.2	-1.4	-3.4
C=CCNC(=O)CSc1nnc(-c2ccncc2)n1CCc1ccccc1	11	-8	5	-3.0	10	-7	0.4	-4.0	-2.4
CCCCN(CC)CCNC(=O)CCC(=O)Nc1ccc2nc(N3CCN(C)CC3)cc(C)c2c1	-243	-5	9	8.1	3	138*	0.4	-1.6	-2.3
CC1CCN(c2[nH]c(=S)c(C#N)c3c2CCCC3)CC1	-7	-13	-6	-0.5	9	3	0.1	1.5	-1.1
CC[C@@H](C)[C@@H]1CN([C@@H](CN2CCC[C@H]2CN2C(N)=NC[C@H]2C(C)C)C(C)C)C(=N)N1CCCC1CCCC1	1	-8	-8	-1.4	5	5	-0.3	-2.1	-1.2
